Screening results from PubChem.
14-3-3 PPI: 14-3-3 gamma protein interaction modulation; 0.19% of 160,000 active; inhibition, % at 40 µM; P61981; FP, 14-3-3gamma / TMR-pS259-Raf peptide binding; AID 422; in the data active means inhibition above about 30%;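 further: 0% = protein plus tracer without compound and 100% = blank with tracer alone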
Target sequence (P61981 whole entry, looked up): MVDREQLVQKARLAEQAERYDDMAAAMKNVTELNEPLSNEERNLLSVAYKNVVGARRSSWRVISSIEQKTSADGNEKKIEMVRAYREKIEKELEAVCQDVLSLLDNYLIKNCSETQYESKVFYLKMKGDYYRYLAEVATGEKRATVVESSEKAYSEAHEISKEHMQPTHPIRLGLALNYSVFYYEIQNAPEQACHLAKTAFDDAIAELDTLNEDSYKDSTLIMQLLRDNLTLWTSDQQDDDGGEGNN
The depositor's hits bear a star; & = joins results of further samples. Some of the compounds tested, so the mix of outcomes need not match the whole.

smiles	14-3-3 PPI
CCC1Oc2ccccc2N(CC(=O)N2CC(C)CC(C)C2)C1=O (stereo unspecified)	9.6
COc1ccc(C(=O)Nc2ccccn2)cc1[N+](=O)[O-]	-1.0
O=[N+]([O-])c1cccc(C(=NS(=O)(=O)c2ccc(Cl)cc2)Nc2ccccc2)c1	0.1
CCn1ncc(Br)c1C(=O)Nc1ccc(F)cc1F	4.5
Cc1ccc(C)c(N2CCN(C(=O)CCC(=O)Nc3ccc4nc(N5CCCCC5)cc(C)c4c3)CC2)c1	7.3
O=C(CSc1nnc(CNC(=O)c2cccs2)o1)Nc1nc2ccccc2s1	-32.3
COc1ccc(CCN2C(=O)CCC2(C)C(=O)NC2CCCCCCC2)cc1OC (stereo unspecified)	-3.6
O=C(CN1C(=O)COc2ccc(Cl)cc21)NCc1ccccc1	-9.4
Cc1ccc(S(=O)(=O)Nc2ccc3oc(C)c(C(=O)OC(C)C)c3c2)cc1[N+](=O)[O-]	-4.4
CCOC(=O)C(CC)Sc1nc2c(cnn2-c2ccc(Cl)cc2)c(=O)[nH]1 (stereo unspecified)	16.7
CC(=O)Oc1ccc2nc(-c3ccc4c(c3)C(=O)N(CC3CCCO3)C4=O)oc(=O)c2c1 (stereo unspecified)	-16.5
O=C1c2ccccc2NC(c2ccc(Br)cc2)N1Cc1ccccc1 (stereo unspecified)	6.1
CCc1ccc2[nH]c(=O)c(C(c3nnnn3CC3CCCO3)N3CCCc4ccccc43)cc2c1 (stereo unspecified)	-1.2
COc1ccc(-c2cc(C(F)(F)F)n3ncc(C(=O)Nc4ccc(C)cc4C)c3n2)cc1OC	7.3
COc1cccc2cc(C(=O)Nc3ccc(Oc4ccccc4)cc3)c(=O)oc12	1.8
CCCCOC(=O)CSc1nnc(-c2ccccc2)c(=O)[nH]1	-178.8
CC(C)(C)C(=O)Nc1nnc(-c2cccc([N+](=O)[O-])c2)s1	1.8
O=C(O)CCn1[nH]c(=O)ccc1=O	-7.3
COC(=O)c1c(NC(=O)c2ccc(S(=O)(=O)N3CC(C)OC(C)C3)cc2)sc2c1CCN(C)C2 (stereo unspecified)	-36.8
CCN1CCN(c2nc3c(c(=O)n(C)c(=O)n3C)n2CCSc2nccc(C)n2)CC1	-2.6
CCc1ccc(NC2=CC(=O)CC(c3ccc(OC)c(OC)c3)C2)cc1 (stereo unspecified)	-2.8
COC(=O)c1cn(C)c2ccc(S(=O)(=O)N3CCCCCC3)cc2c1=O	-4.6
Nc1nc(SCc2ccc3c(c2)OCO3)n[nH]1	0.0
CCOC(=O)c1cnc2c(C)cc(C)cc2c1Nc1cccc(C(F)(F)F)c1	6.4
CC1CCCCN1c1nc(-c2ccccc2O)nc2ccccc12 (stereo unspecified)	-6.0

Ordered by SMILES length (rising): some entries from above.
smiles	14-3-3 PPI
CCCCOC(=O)CSc1nnc(-c2ccccc2)c(=O)[nH]1	-178.8
COC(=O)c1cn(C)c2ccc(S(=O)(=O)N3CCCCCC3)cc2c1=O	-4.6
CCOC(=O)C(CC)Sc1nc2c(cnn2-c2ccc(Cl)cc2)c(=O)[nH]1 (stereo unspecified)	16.7
Cc1ccc(C)c(N2CCN(C(=O)CCC(=O)Nc3ccc4nc(N5CCCCC5)cc(C)c4c3)CC2)c1	7.3

(list continues)
smiles	14-3-3 PPI
O=C(O)CC(Cc1ccc(Br)cc1)C(=O)Nc1ccccc1 (stereo unspecified)	1.4
Cc1ccc(Nc2nc3nonc3[nH]c2=O)cc1	-8.3
Cc1ccc(NC(=O)CSc2ncccc2C(=O)Oc2cccc([N+](=O)[O-])c2)cc1Cl	-32.1
CC(NS(C)(=O)=O)C(c1cccs1)N1CCN(c2ccccc2)CC1 (stereo unspecified)	-2.3
CCCc1ccc(OCc2nc(-c3ccc(NC(=O)c4ccncc4)cc3)no2)cc1	-22.9
CCCc1cc(NCCN(C)C)n2c(nc3ccccc32)c1C#N	-9.8
CCC(=O)Nc1nc2c(OC)ccc(OC)c2s1	-3.9
Cc1cccc(C(=O)OC(C)CN2CCN(C)CC2)c1 (stereo unspecified)	2.7
CC1=NCCN1S(=O)(=O)c1ccc(Br)c(C)c1	-1.3
COc1ccc(-c2coc3c(C)c4oc(=O)c5cc(OC)ccc5c4cc23)cc1	-40.1
CC1CCCCC1NC(=O)C1CCCN(S(=O)(=O)c2cccs2)C1 (stereo unspecified)	-1.7
COc1cccc(CNC(=O)CCc2cn(Cc3ccc(C)cc3)c3ccccc23)c1	-2.4
CCn1cc(C(=O)N2CC(C)CC(C)C2)c2cc(OC)c(OC)cc2c1=O (stereo unspecified)	-5.2
COc1cc(OC)c(Nc2nc(C)nc3sc4c(c23)CCCC4)cc1Cl	-4.2
CCc1ccc(NC(=O)CCc2nc(-c3ccccc3F)no2)cc1	-2.3
CCOC(=O)c1cc(-c2ccc(N)cc2)sc1N	-7.9
CCC(C)OC(=O)C1=C(C)NC2=C(C(=O)C(C(=O)OC)C(C)C2)C1c1cccc([N+](=O)[O-])c1 (stereo unspecified)	-1.3
O=C(CSc1nnc(CNc2ccccc2)o1)c1ccc2c(c1)OCCO2	1.6
CC1CCCCC1NC(=O)c1ccc2c(c1)[nH]c(=O)n2C1CCCC1 (stereo unspecified)	-1.4
CCC(=O)N1CCc2cc(S(=O)(=O)CCC(=O)Nc3ccc(Br)cc3)ccc21	-9.5
COC(=O)Cc1c(C)c2c(OCc3nn[nH]n3)cc(C)cc2oc1=O	-2.2
CCOC(=O)c1cc(CC)sc1N1C(=O)CC(Sc2ccccc2C(=O)O)C1=O (stereo unspecified)	-9.5
CCOc1ccc(C2c3c(oc4ccccc4c3=O)C(=O)N2c2ccccn2)cc1OC (stereo unspecified)	2.9
O=C(O)c1cnc2ccccc2c1	3.8
CCC(=O)N1CCc2cc(Br)cc(S(=O)(=O)CCC(=O)N(C)c3ccc(OC)cc3)c21	-0.2

Continuation:
smiles	14-3-3 PPI
O=C1NC(c2ccccc2Cl)Nc2ccccc21 (stereo unspecified)	-4.0
O=S(=O)(c1ccc2c(c1)OCCCO2)N1CCNCC1	-0.8
Cn1cnc(SCC(=O)N2c3ccccc3C(C)(c3ccccc3)CC2(C)C)n1 (stereo unspecified)	-2.1
CCOC(=O)CSc1nnc(C)n1N	-2.7
O=C(Nc1ncccc1Cl)C(Sc1ccccc1)c1ccccc1 (stereo unspecified)	6.5
CCCn1c(SCC(=O)N2CCCc3ccccc32)nnc1-c1ccccn1	-10.4
Cc1ccc(NC(=O)CSc2nnc(-c3ccccc3C)o2)cc1C	4.0
CCOc1ccccc1C1C(C(N)=O)=C(C)Nc2nc(-c3cccc(C)c3)nn21 (stereo unspecified)	6.8
O=C(C1CCC1)N1CCc2cc(S(=O)(=O)NC3CCCCCC3)ccc21	8.9
O=C(Cn1cnc2ccccc2c1=O)Nc1ccc(OC(=O)c2ccncc2)cc1	-6.5
COc1cc2c(C(=O)Nc3ccc(C)c(F)c3)cn(CC(C)C)c(=O)c2cc1OC	-11.6
Clc1ccccc1OCCSc1nc2ccccc2[nH]1	3.4
COc1ccc(CNc2oc(COc3ccccc3Cl)nc2C#N)cc1	-5.4
Cc1ccccc1C(NC(N)=O)c1ccccc1 (stereo unspecified)	0.8
N#CC(c1nc2ccccc2nc1N1CCCC1)S(=O)(=O)c1cccs1 (stereo unspecified)	-26.5
Cc1ccc(NC2=CC(=NS(=O)(=O)c3ccc(Br)cc3)c3ccccc3C2=O)c(C)c1	-37.1
O=C(O)c1cccc(COc2ccc(CO)cc2Cl)c1	-2.4
COCCNC(=O)c1ccc2c(c1)ncn2C1CCCC1	-1.2
O=C(OCCN1CCOCC1)C1(c2ccccc2)CCCCC1	-1.4
O=C1c2cccc3c(N4CCCCC4)ccc(c23)C(=O)N1c1ccc(O)cc1	-52.1
CCOC(=O)CSc1nc(N)c(C#N)c(CC(C)C)c1C#N	2.9
Cc1nn(-c2ccccc2)c(OC(=O)C(C)(C)C)c1S(=O)(=O)c1ccc([N+](=O)[O-])cc1	-7.3
COc1ccc(-n2ccnc2SCC(=O)Nc2ccc(C)cc2)cc1	-17.9
O=c1c(-c2nc3ccccc3s2)c(C(F)(F)F)oc2cc(O)ccc12	-5.5
Cc1cc(=O)oc2c(CN3CCC(C)CC3)c(O)c(Cl)cc12	60.5*

Other results follow:
smiles	14-3-3 PPI
CCc1ccc(NS(=O)(=O)c2ccc3[nH]cc(C(=O)NCc4ccccn4)c(=O)c3c2)cc1	171.8*
COc1ccccc1NC(=O)c1oc(=O)c2ccccc2c1-c1ccccc1	9.6
CCN(C(=O)c1ccc(N2CC3CC(C2)c2cccc(=O)n2C3)c(NC(=O)c2ccc(F)cc2)c1)c1cccc(C)c1 (stereo unspecified)	-9.9
COc1cc([N+](=O)[O-])ccc1NC(=O)CSc1ccccc1C(=O)O	-3.6
CCOC(=O)c1c(CC(C)C)csc1N=CC1C(=O)CCCC1=O	-24.8
CCN(CCCNS(=O)(=O)c1ccc2c(c1)oc(=O)n2C)c1cccc(C)c1	-13.7
Cc1ccccc1NC(=O)c1ccc(F)c(S(=O)(=O)NC2CCCCCC2)c1	-11.2
CN(C)c1ccc(NC(=O)COc2ccc(Br)cc2)cc1	-5.6
Cc1nc2cc(NC(=O)N3c4ccccc4CC3C)ccc2o1 (stereo unspecified)	-10.3
COc1cccc(NC(=O)COC(=O)c2cccnc2)c1	-22.4
COCCNC(=O)c1nn2c(c1Cl)NC(c1ccc(Br)cc1)CC2C(F)(F)F (stereo unspecified)	-8.0
COn1c(SC2CCCCC2)nc2ccccc2c1=O	4.2
CC(C)COc1cccc(-c2cc(C(=O)O)c3ccccc3n2)c1	-4.0
N#Cc1ccccc1NC(=O)c1c(O)c2cccc3c2n(c1=O)CC3	3.0
CCOC(=O)CSc1nc2cc(OCC)ccc2cc1C#N	-26.5
CCOc1cccc2c1OC(c1cccc(OC)c1OC)N1N=C(c3cccnc3)CC21 (stereo unspecified)	-19.5
CCc1ccccc1N(C)C(=O)CCn1c(=S)oc2ccccc21	-1.5
CCOc1cc2[nH]c(=S)n(CC3CCC(C(=O)O)CC3)c(=O)c2cc1OCC (stereo unspecified)	-14.4
CC(C)N=C1SCC(C)(/C=N/O)S1 (stereo unspecified)	4.0
CCCN1CCN(C(=O)C2c3ccccc3C(=O)N(C)C2c2ccc(OC)c(OC)c2)CC1 (stereo unspecified)	-6.1
CC1CCc2cc(F)cc3c(=O)c(C(=O)O)cn1c23 (stereo unspecified)	1.2
O=C(NC1CCCC1)c1ccc(Cn2c(=S)[nH]c3ccc(Br)cc3c2=O)cc1	-5.5
O=C(CSc1nc(-c2ccccc2)cc(=O)[nH]1)Nc1ccccc1-c1ccccc1	-12.6
O=[N+]([O-])c1cc(NC2OCC(O)C(O)C2O)cc(Oc2ccc(F)cc2)c1 (stereo unspecified)	5.8
COc1ccc(-c2oc(N=Cc3ccc(N(C)C)cc3)c(C#N)c2-c2ccc(OC)cc2)cc1	-38.8

Reprinted at random: two records from the list, in no set order.
smiles	14-3-3 PPI
N#CC(c1nc2ccccc2nc1N1CCCC1)S(=O)(=O)c1cccs1 (stereo unspecified)	-26.5
Cn1cnc(SCC(=O)N2c3ccccc3C(C)(c3ccccc3)CC2(C)C)n1 (stereo unspecified)	-2.1

(next part)
smiles	14-3-3 PPI
Cc1ccc(S(=O)(=O)c2n[nH]n3c2nc(=O)c2ccccc23)cc1	-9.5
CCOc1ccccc1C1Nc2ccccc2NC2=C1C(=O)CC(C)(C)C2 (stereo unspecified)	0.0
Cc1[nH]nc2c1C1(CCC(c3ccccc3)CC1)C(C#N)=C(N)O2 (stereo unspecified)	0.0
O=C(O)c1ccc2c(c1)C(=O)N(Cc1ccccc1)C2=O	3.1&-5.2
Nc1ccc(C(=O)Nc2ccc(N)cc2NC(=O)c2ccc(N)cc2)cc1	-1.7
N#Cc1c(Oc2ccccc2)cc(Oc2ccccc2)cc1S(=O)(=O)Cc1ccccc1	-4.6
C=CCNC(=O)c1ccccc1NC(=O)c1ccccc1	-5.2
COc1ccc(C2=NN3C(C2)c2cc(Cl)ccc2OC3c2ccc(F)cc2)cc1OC (stereo unspecified)	7.1
O=C1c2cccc3c(Nc4ccccc4)ccc(c23)C(=O)N1c1ccccc1	-9.0
O=C1CCCC2=C1C(c1cccc(Br)c1)c1c(nc(SCc3ccc([N+](=O)[O-])cc3)[nH]c1=O)N2 (stereo unspecified)	-53.0
COc1ccccc1C1CC(=O)NC(SCC(=O)Nc2ccccc2)=C1C#N (stereo unspecified)	6.4
COc1cc(OC)c(OC)cc1CNc1cc(C)ccc1OC	-7.3
O=C(CSc1nnc(-c2cccs2)o1)c1cccs1	-10.4
CCOc1cc(C2C(C(=O)OCC3CCCO3)=C(C)NC3=C2C(=O)CC(c2cccs2)C3)cc([N+](=O)[O-])c1O (stereo unspecified)	-2.6
O=C1C2C3C=C(Cl)C(c4ccccc43)C2C(=O)N1c1cccc(Br)c1 (stereo unspecified)	-3.2
CN(C)S(=O)(=O)NC(c1ccccc1)c1ccccc1	-0.9
CCOc1ccc2c(c1)n(CO)c(=S)n2CO	-10.7
CCn1c2ccccc2c2cc(CNCCc3ccc(OC)c(OC)c3)ccc21	3.6
O=C1CCC(=O)N1c1ccc(NC2CCN(Cc3ccccc3)CC2)c([N+](=O)[O-])c1	-4.8
O=C(O)c1ccc(CN2C(=O)c3ccc(Oc4ccc([N+](=O)[O-])cc4)cc3C2=O)cc1	-6.0
Cc1occc1C(=O)NC(C)C1CCCO1 (stereo unspecified)	-5.8
Cc1cccc(N2CCN(C(=O)Cn3sc4nc(C)cc(C)c4c3=O)CC2C)c1 (stereo unspecified)	-6.9
COc1ccc(-n2c(=O)[nH]c3cc(C(=O)NCCc4ccc(Cl)cc4)ccc3c2=O)cc1OC	1.8
O=c1[nH]c(SCC=Cc2ccccc2)nc2sc3c(c12)CCC3	-10.5
